ADAM17 inh: ADAM17 inhibitors, primary screen, biochemical, QFRET | Disintegrin and metalloproteinase domain-containing protein 17 (Homo sapiens), P78536 | recombinant ADAM17, EDANS/DABCYL FRET peptide cleavage | inhibition, % at 6.95 µM | 370,000 tested, 0.83% active;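 active means inhibition above the mean of compounds lying between control limits plus 3 SD, set per campaign, cut at about 8.5% in these data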;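 further: 0% = DMSO-only wells as the low control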
PLCg1 inh: PLC-gamma1 enzyme inhibitors, primary screen, biochemical, fluorescence, purified enzyme; inhibition, % at 12.2 µM; fluorogenic substrate; AID 720700, 2013; 370,000 tested, 0.84% active; 1-phosphatidylinositol 4,5-bisphosphate phosphodiesterase gamma-1 (Homo sapiens), P19174; in the data active means inhibition above about 9.5%
UHRF1 MBD2 ctr: UHRF1 methylated DNA binding inhibitors, primary screen, counter-screen for MBD2 inhibitor project, biochemical, TR-FRET, human UHRF1, single concentration. E3 ubiquitin-protein ligase UHRF1 (Homo sapiens), Q96T88. UHRF1 binding to methylated oligo. inhibition, % at 4.4 µM. 370,000 tested, 0.75% active; in the data active means inhibition above about 21%;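 further: UHRF1 SRA domain binding a hemimethylated CpG hairpin DNA probe; 0% = median of test compound wells and 100% = reference inhibitor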
DDE Tn6 FP inh: inhibitors of Tn6 peptide binding to fibrin DD(E), primary screen, biochemical, fluorescence polarization, human fibrin, Tn6 probe. inhibition, % at 8.3 µM. 370,000 tested, 0.21% active. Fibrin DD(E) TRITC-Tn6 fluorescence polarization displacement. AID 720509, 2013;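 active means inhibition above a per-campaign cutoff: mean of compounds within control limits plus 3 SD, cut at about 15% in these data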;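 further: 0% = median of all compound wells on the plate and 100% = blocking peptide control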
MBD2 DNA inh: inhibitors of MBD2 binding to methylated DNA, primary screen, biochemical, TR-FRET, DNA-binding domain, human; MBD2 binding to methylated oligonucleotide; inhibition, % at 4.4 µM; 370,000 tested, 0.31% active; in the data active means inhibition above about 13%
Target sequence (Q9UBB5 whole entry, looked up, the tested form may be a part): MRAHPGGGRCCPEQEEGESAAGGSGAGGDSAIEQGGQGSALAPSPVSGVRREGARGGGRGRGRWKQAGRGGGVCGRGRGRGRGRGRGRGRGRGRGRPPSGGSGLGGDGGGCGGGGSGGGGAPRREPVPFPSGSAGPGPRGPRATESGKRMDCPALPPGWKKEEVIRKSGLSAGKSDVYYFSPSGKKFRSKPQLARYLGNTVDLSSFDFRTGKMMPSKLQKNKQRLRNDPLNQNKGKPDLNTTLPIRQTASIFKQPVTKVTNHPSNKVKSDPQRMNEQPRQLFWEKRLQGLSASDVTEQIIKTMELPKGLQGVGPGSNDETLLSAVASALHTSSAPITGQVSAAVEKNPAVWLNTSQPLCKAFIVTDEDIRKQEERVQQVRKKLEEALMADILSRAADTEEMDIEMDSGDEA
PLCb3 inh: human PLC-beta3 inhibitors, primary screen, biochemical, fluorescence | Purified PLC-beta3, fluorogenic substrate | inhibition, % at 12.2 µM | 370,000 tested, 0.18% active; in the data active means inhibition above about 11%;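 further: 0% = median of compound wells on plate and 100% = full blocker control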
ARFGAP1 inh: inhibitors of rat ARFGAP1 GAP activity, primary screen, biochemical, fluorescence polarization, GDP tracer; ADP-ribosylation factor GTPase-activating protein 1 (Rattus norvegicus), Q62848; Arfgap1-stimulated ARF1 GTP hydrolysis, GDP FP detection; inhibition, % at 16.5 µM; 360,000 tested, 0.26% active; AID 651572, 2012;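 active means inhibition above a per-plate limit, mean inhibition of low control wells plus 3 SD, cut at about 25% in these data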;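 further: 0% = DMSO wells with enzyme and 100% = wells lacking Arfgap1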
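Material: rat Arfgap1 GAP domain (His6, aa 1-136), purified enzyme. Also added: human ARF1(Δ1-17)-GTP substrate. Compound dosing: 16.5 µM single point, 1.26% DMSO. Timing: enzyme reaction 120 min at 25 °C after 20 min preincubation. Signal: GDP detection by fluorescence polarization. Read-out basis: percent inhibition of GAP-stimulated GDP formation, scaled between DMSO and no-Arfgap1 medians.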
Tn7 DDE FP: inhibitors of Tn7 peptide binding to fibrin DD(E), primary screen, biochemical, fluorescence polarization, human fibrin, Tn7 probe | AID 720508, 2013 | 370,000 tested, 0.13% active | FP displacement of FITC-Tn7 peptide from fibrin DD(E); 0% = median of compound wells per plate | inhibition, % at 8.3 µM | Fibrinogen beta chain (Homo sapiens), P02675;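 active means inhibition above the mean of compounds falling within the control limits plus 3 SD of them, cut at about 14% in these data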;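 further: 0% = plate median of compound wells and 100% = 10 µM Aha-Tn7 peptide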
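Assay system: Human clot-derived fibrin DD(E) complex | Buffer or medium: Tris/NaCl/CaCl2 buffer, pH 7.8 | Repeats: One replicate per compound | Benchmarks: Aha-Tn7 high control | Measure: % inhibition scaled between sample-field median and high-control FP | Schedule: 10 min plus 3 h, room temperature | Signal: Fluorescence polarization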
ASAP1 GAP inh: inhibitors of human ASAP1 ArfGAP activity, primary screen, biochemical, fluorescence polarization; Arf-GAP with SH3 domain, ANK repeat and PH domain-containing protein 1 (Homo sapiens), …; ASAP1-stimulated ARF1 GTP hydrolysis, GDP FP detection; inhibition, % at 16.5 µM; 360,000 tested, 0.19% active; AID 624377, 2012; in the data active means inhibition above about 25%;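 further: 0% = vehicle with enzyme and substrate and 100% = no enzyme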
Target sequence (Q9ULH1 325-724 limits assumed): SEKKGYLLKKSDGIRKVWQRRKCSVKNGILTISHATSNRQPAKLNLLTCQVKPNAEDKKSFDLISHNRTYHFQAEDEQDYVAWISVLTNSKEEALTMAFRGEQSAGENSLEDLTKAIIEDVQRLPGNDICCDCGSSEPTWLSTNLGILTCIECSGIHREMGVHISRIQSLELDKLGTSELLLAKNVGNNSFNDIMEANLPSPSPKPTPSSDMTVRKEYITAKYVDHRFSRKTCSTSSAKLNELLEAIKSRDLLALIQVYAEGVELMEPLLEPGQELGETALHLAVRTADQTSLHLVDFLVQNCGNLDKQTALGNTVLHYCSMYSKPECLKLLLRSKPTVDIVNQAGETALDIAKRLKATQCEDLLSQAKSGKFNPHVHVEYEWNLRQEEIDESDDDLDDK
KLK7 zymogen act: proKLK7 zymogen activators, primary screen, biochemical, fluorescence intensity. purified proKLK7, EDANS-DABCYL substrate fluorescence; 100% is mature enzyme control, 0% vehicle. activation, % at 7 µM. 370,000 tested, 0.9% active. Kallikrein-7 (Homo sapiens), P49862;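 active means activation above the mean of all tested compounds plus 3 SD, computed per campaign excluding outliers beyond control limits, cut at about 13% in these data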
Target sequence (P49862 whole entry, looked up): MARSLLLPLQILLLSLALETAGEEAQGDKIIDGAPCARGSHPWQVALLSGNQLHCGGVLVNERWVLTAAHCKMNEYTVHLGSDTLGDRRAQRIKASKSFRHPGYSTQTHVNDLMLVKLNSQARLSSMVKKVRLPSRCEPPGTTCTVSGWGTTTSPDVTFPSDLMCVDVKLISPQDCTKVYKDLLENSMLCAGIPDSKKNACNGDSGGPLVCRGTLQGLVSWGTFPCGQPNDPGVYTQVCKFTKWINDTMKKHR
Starred values were filed as active, the others as inactive.

SMILES	ADAM17 inh	PLCg1 inh	UHRF1 MBD2 ctr	DDE Tn6 FP inh	MBD2 DNA inh	PLCb3 inh	ARFGAP1 inh	Tn7 DDE FP	ASAP1 GAP inh	KLK7 zymogen act
Cc1cccc2[nH]c(SCC(=O)O)nc12	-4	0	2	5	2	-6	-4	1	-7	-0.2
CN(c1ccccc1)S(=O)(=O)c1cccc(NC(=O)c2nn(C)c(=O)c3ccccc23)c1	3	3	-3	6	2	-2	-5	11	4	-0.5
Cc1cc(NC(=O)COC(=O)[C@@H](NS(=O)(=O)c2ccccc2)C(C)C)no1	-1	-1	5	7	-5	2	-1	4	-10	-0.4
CCOc1ccc(NC(=O)CN(C)C(=O)c2ccc3c(c2)S(=O)(=O)N=C2CCCCCN23)cc1OCC	-4	-3	1	-2	-4	-7	14	-7	-2	0.5
Cc1ccc(C)c(N2CCN(CC3CC=CCC3)CC2)c1 (configuration not stated)	1	0	1	4	-1	2	-9	9	0	0.3
COC(=O)C1=C(C(=O)OC)C2C=C(C(C)C)C1C(=O)C2(C)O (configuration not stated)	7	4	3	2	3	8	-2	-7	-15	-0.1
CCCCCCCCC#Cc1nc(C)ccc1OC	-4	1	0	2	0	-3	-2	7	-8	-0.6
CC(=O)c1c(C)nc(-c2ccc(Cl)cc2)nc1N	0	-2	0	8	1	1	11	-6	-1	0.0
c1ccc(-c2nnc(-c3ccccn3)nc2NC2CCCCC2)cc1	3	3	0	11	-2	2	-11	8	-9	-0.6
Cc1ccc(Oc2ncnc(N)c2[N+](=O)[O-])cc1C	4	4	0	7	-1	5	5	-7	-2	0.4
O=C(Cc1ccccc1)c1nc2ccccc2s1	2	0	-1	0	-2	3	-6	1	2	-0.3
CCOc1cc(CN2CCOCC2)cc(C(C)=O)c1	-3	1	3	2	4	2	3	8	-4	-0.3
Cc1ncoc1C(=O)N1CCCC(C(=O)c2cccc(C(F)(F)F)c2)C1 (configuration not stated)	-2	1	-1	-5	3	-5	11	-4	2	0.5
CCn1c(=O)c2ccccc2n2c(SCC(N)=O)nnc12	-2	-4	0	6	2	-12	7	2	-6	0.1
Cc1cc(NC(=O)CCCn2cc([N+](=O)[O-])cn2)n(Cc2ccc(F)cc2)n1	-1	1	-1	1	0	-5	-15	8	-4	-0.5
CCN(CC)C(=S)SSC(=S)N(CC)CC	-3	-1	-13	4	-7	-1	11	-7	11	1.0
O=C(CSCc1cccc(Br)c1)NC1CC1	5	2	2	4	-3	-23	7	7	-9	0.2
CCC1CCc2sc(C(=O)NNC(=S)NCC3CCCO3)cc2C1 (configuration not stated)	-7	-20	1	-6	-5	-31	-1	0	-4	1.7
CC(=O)c1c(O)c2cccc3c2n(c1=O)CCC3	-3	-49	0	-3	-5	-78	-16	9	-10	0.6
O=C(Nc1cc(Cl)ccc1-n1cncn1)c1cc(F)cc(F)c1	0	-3	0	-4	0	-11	6	1	-6	0.4
Cc1cc(/C=N/n2cnnc2)c(C)n1-c1cccc(C(=O)O)c1	-3	-1	60*	-3	0	-5	-1	7	-6	0.2
Cc1ccnc(NC(=O)Cc2ccc(F)cc2)n1	-6	2	-1	-7	-5	0	5	7	-1	-0.3
CS(=O)(=O)c1ccc(NC(=O)c2ccccc2-n2cnnn2)cc1	-3	1	2	-1	3	-5	-3	-1	8	0.8
CC(C)C(N)c1csc(Nc2nncc3ccccc23)n1 (configuration not stated)	-6	-56	-3	-7	2	-73	-2	3	3	-0.3
CCCCc1ccc(S(=O)(=O)N2CCN(C(=O)c3ccco3)CC2)cc1	5	5	8	-1	0	4	-2	-2	-19	0.8
CCc1ccn2cc(-c3ccc4c(c3)OCO4)nc2c1	-184	-128	-2	-5	3	-170	-5	7	-11	7.1
CC(CNC(=O)c1cc(COc2c(F)cccc2F)on1)Oc1cccnc1 (configuration not stated)	-5	1	1	-3	-3	-4	-4	1	3	0.5
Cc1ccc(C(NC(=O)C2CCCCC2)c2c(O)ccc3ccccc23)cc1 (configuration not stated)	0	-4	5	-1	7	-11	22	-1	5	-0.9
Nc1nc(F)nc2c1ncn2[C@@H]1O[C@H](CO)[C@@H](O)[C@H]1O	-3	3	0	1	-4	2	-4	-1	-9	-0.6
O=C1CN(C(=O)COC(=O)C2CCN(S(=O)(=O)c3ccccc3C(F)(F)F)CC2)c2ccccc2N1	-1	-5	3	1	4	1	-5	9	10	0.2

Some of the entries so far, with bars between the fields:
Structure | ADAM17 inh | PLCg1 inh | UHRF1 MBD2 ctr | DDE Tn6 FP inh | MBD2 DNA inh | PLCb3 inh | ARFGAP1 inh | Tn7 DDE FP | ASAP1 GAP inh | KLK7 zymogen act
CC(=O)c1c(O)c2cccc3c2n(c1=O)CCC3 | -3 | -49 | 0 | -3 | -5 | -78 | -16 | 9 | -10 | 0.6
CCc1ccn2cc(-c3ccc4c(c3)OCO4)nc2c1 | -184 | -128 | -2 | -5 | 3 | -170 | -5 | 7 | -11 | 7.1

More results.
SMILES	ADAM17 inh	PLCg1 inh	UHRF1 MBD2 ctr	DDE Tn6 FP inh	MBD2 DNA inh	PLCb3 inh	ARFGAP1 inh	Tn7 DDE FP	ASAP1 GAP inh	KLK7 zymogen act
Cc1ccc(C)c(NC(=O)NNC(=O)c2ccc3ccccc3c2O)c1	-17	-14	1	11	3	-30	-1	9	3	-1.8
Cc1ccc(NC(=O)Cn2cnc3cc([N+](=O)[O-])ccc3c2=O)c(Cl)c1	-4	1	1	-3	0	-14	7	2	0	-0.7
COc1ccc(-c2csc3ncnc(Oc4cccc5ccc(C)nc45)c23)cc1	8.9*	0	-1	-6	2	-3	1	0	5	0.2
CC1Cc2nc(SCC(=O)N3CCOCC3)n(C)c(=O)c2S1 (configuration not stated)	1	-4	-1	-6	2	-9	-6	1	2	-0.3
CCN(CC)S(=O)(=O)c1ccc(Cl)c(C(=O)OCC(=O)c2c(N)n(C)c(=O)n(C)c2=O)c1	0	0	-1	-4	0	-6	-3	-6	1	0.3
COc1ccc([N+](=O)[O-])cc1NC(=O)CCN1CCN(C)CC1	-3	3	-1	-6	-3	-1	0	3	7	0.8
CCn1c(=O)c2cc(C(=O)Nc3cc(C)on3)sc2c2ccccc21	-8	-8	1	2	-2	-9	-5	-4	5	-1.8
CCC(C(=O)NC1CCCC1)n1c2ccccc2c2nc(=O)cc(C)n21 (configuration not stated)	-4	-3	2	-3	-4	-3	-2	-4	8	-0.3
O=C(NCC1CCCO1)c1ccc(CS(=O)(=O)c2ccc(Br)cc2)o1 (configuration not stated)	-3	-2	0	-2	-4	-3	5	4	-4	0.2
COC(=O)c1ccc(CNC(=O)Cn2cnc3c(SC)nc(N)nc32)cc1	-4	-3	-1	10	-4	-1	12	-6	2	-0.5
Nc1ccc(C(=O)Nc2ccc(NC(=O)c3ccco3)c(O)c2)cc1	-3	-1	-1	-3	-1	-6	2	-4	1	-0.4
COc1cccc(-c2nc(CS(=O)(=O)CC(=O)NCc3ccccc3)c(C)o2)c1	-4	7	4	-8	8	-5	11	7	4	-0.1
Cc1ccc(S(=O)(=O)N2CCCC(N3CCOCC3)C2)cc1Cl (configuration not stated)	-4	6	1	-9	6	-1	15	1	4	0.5
CCOc1ccc(S(=O)(=O)Nc2ccc(C(=O)N3CCCC3)cc2)cc1C(N)=O	-4	3	3	2	-2	-5	-1	-1	-9	-0.7
COc1cccc(N=C2SC(C(=O)Nc3ccccc3F)CC(=O)N2C)c1 (configuration not stated)	-1	0	-1	4	5	1	2	-6	15	0.5
CC(=O)N(CN1C(=O)c2ccc([N+](=O)[O-])cc2C1=O)c1ccc(F)cc1	1	4	-2	-2	-1	5	6	0	-17	0.2
CCCOc1ccccc1C(=O)NC(CO)C(=O)O (configuration not stated)	0	2	1	-4	2	0	6	0	-4	0.0
CC(C)N1CCN(S(=O)(=O)c2ccc3ccccc3c2)CC1	1	4	-5	2	-5	-2	2	3	-7	-0.2
Cn1cc(C(CC(=O)O)C(=O)O)c2ccccc21 (configuration not stated)	-3	-3	1	-3	-1	-6	2	0	5	-1.4
COc1cc2oc(=O)cc(CN3CCN(C(C)=O)CC3)c2cc1Cl	-18	-17	-3	4	0	-27	-5	5	9	-0.6
C[C@H](NC(=O)c1nc[nH]c1C(=O)N[C@@H](CCCCNC(=O)OC(C)(C)C)C(=O)OC(C)(C)C)C(=O)OC(C)(C)C	7	1	0	-2	-1	-4	3	-5	1	0.1
CCN(CC)c1ccc(/C=N/NC(=O)c2ccco2)c(O)c1	-38	-85	7	2	0	-132	-13	2	2	-20

Of the compounds above, 9 contain fluorine.
SMILES	ADAM17 inh	PLCg1 inh	UHRF1 MBD2 ctr	DDE Tn6 FP inh	MBD2 DNA inh	PLCb3 inh	ARFGAP1 inh	Tn7 DDE FP	ASAP1 GAP inh	KLK7 zymogen act
Cc1ncoc1C(=O)N1CCCC(C(=O)c2cccc(C(F)(F)F)c2)C1 (configuration not stated)	-2	1	-1	-5	3	-5	11	-4	2	0.5
Cc1cc(NC(=O)CCCn2cc([N+](=O)[O-])cn2)n(Cc2ccc(F)cc2)n1	-1	1	-1	1	0	-5	-15	8	-4	-0.5
O=C(Nc1cc(Cl)ccc1-n1cncn1)c1cc(F)cc(F)c1	0	-3	0	-4	0	-11	6	1	-6	0.4
Cc1ccnc(NC(=O)Cc2ccc(F)cc2)n1	-6	2	-1	-7	-5	0	5	7	-1	-0.3
CC(CNC(=O)c1cc(COc2c(F)cccc2F)on1)Oc1cccnc1 (configuration not stated)	-5	1	1	-3	-3	-4	-4	1	3	0.5
Nc1nc(F)nc2c1ncn2[C@@H]1O[C@H](CO)[C@@H](O)[C@H]1O	-3	3	0	1	-4	2	-4	-1	-9	-0.6
O=C1CN(C(=O)COC(=O)C2CCN(S(=O)(=O)c3ccccc3C(F)(F)F)CC2)c2ccccc2N1	-1	-5	3	1	4	1	-5	9	10	0.2
COc1cccc(N=C2SC(C(=O)Nc3ccccc3F)CC(=O)N2C)c1 (configuration not stated)	-1	0	-1	4	5	1	2	-6	15	0.5
CC(=O)N(CN1C(=O)c2ccc([N+](=O)[O-])cc2C1=O)c1ccc(F)cc1	1	4	-2	-2	-1	5	6	0	-17	0.2

Screening data (PubChem)
